From PubChem BioAssay
FAK blocker = FAK (human) kinase inhibition; Q05397; biochemical FAK kinase activity assay; inhibition, %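 (tested at 7 µM)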; 97,000 compounds, 0.84% hits; AID 727; in the data active means inhibition above about 19%;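 further: 0% = DMSO and 100% = reference compound high control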
EphB4 antag = antagonists of human EphB4-ephrin-B2 interaction | 97,000 compounds, 0.15% hits | EphB4 LBD / TNYL-RAW-Alexa532 peptide, fluorescence polarization | inhibition, % at 7 µM | P54760;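 active means inhibition above the screen-wide mean inhibition plus 3 SD, cut at about 15% in these data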;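 further: 0% = DMSO wells and 100% = excess unlabeled TNYL-RAW peptide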
PTPN22 act = activators of human LYP (PTPN22) phosphatase; Q9Y2R2; recombinant LYP, DiFMUP fluorescence; 0 = plate median, 100 = signal doubled; activation, % at 2 µM; 96,000 compounds, 0.11% hits;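 active means activation at 2 µM above a set limit, the mean plus 5 SD, cut at about 37% in these data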
PLK1 kinase inh = inhibitors of human PLK1 kinase; recombinant PLK1 kinase, TR-FRET peptide phosphorylation; P53350; 97,000 compounds, 0.53% hits; AID 619; inhibition, % at 10 µM;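 active means inhibition of 50% or more in the single-concentration screen; inactive means inhibition below 50%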;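 further: 0% = DMSO max control and 100% = H-89 dihydrochloride min control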
LYP inh 2 = blocks human PTPN22 phosphatase activity. AID 640. Q9Y2R2. inhibition, % at 2 µM. 96,000 compounds, 0.21% hits. recombinant LYP catalytic domain, DiFMUP fluorescence;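 active means inhibition at 2 µM at or above a set limit, the screen mean plus 3 SD, cut at about 24% in these data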;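 further: 0% = DMSO with enzyme and 100% = enzyme fully blocked by orthovanadate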
cytoskel mod = cytoskeleton assembly modification; 91,000 compounds, 0.18% hits; AID 836; HUVEC TNFa F-actin phalloidin imaging, high content; inhibition, % at 2 µM;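 active means inhibition above the batch mean plus 3 SD and confirmed as a hit by visual image inspection, cut at about 30% in these data, passing the limit was not always enough; inconclusive means above the inhibition threshold but rejected on visual inspection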; further: strong numbers were not always called active
HIV Rev-RRE inh = disrupts HIV-1 Rev binding to RRE RNA | inhibition, % at 8 µM | P05866 | 97,000 compounds, 0.79% hits | Rev peptide-RRE RNA binding, FRET | AID 704;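 active means inhibition above the screen-wide mean plus 3 SD, cut at about 35% in these data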;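 further: 0% = median DMSO wells and 100% = median Neomycin B control wells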
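System: Cy5-labelled duplex RRE RNA binding fluorescein-labelled HIV Rev peptide; Signal: fluorescein-to-Cy5 FRET, 480 nm excitation; Also added: labelled Rev peptide; Compound: one concentration, 8 µM nominal; Buffer or medium: HEPES pH 7.5 salt buffer with EDTA; Read-out: % inhibition of FRET ratio versus controls; Schedule: 5 min preincubation and 15 min binding, 25 °C.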
Plk1 PBD FP = blocks phosphopeptide binding to human Plk1 polo box domain. 97,000 compounds, 0.13% hits. P53350. Plk1 PBD phosphopeptide binding, fluorescence polarization. inhibition, %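 (tested at about 20 µM)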; in the data active means inhibition above about 34%, passing the limit was not always enough
PTK2B oligo ant = Pyk2 (human) oligomerization antagonism | Q14289 | Q293 cells, Pyk2 FERM NanoBiT luminescence; active compounds read low | z-score (the deposit names both 25 µM and 10 µM) | 99,000 compounds, 0.83% hits;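 active means Z-score of -3 or lower, scaled per plate to the spread of control and sample wells; inactive means z-score above -3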;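 further: negative z-score means lost luminescence so less FERM oligomerization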
Target sequence (Q14289 whole entry, looked up): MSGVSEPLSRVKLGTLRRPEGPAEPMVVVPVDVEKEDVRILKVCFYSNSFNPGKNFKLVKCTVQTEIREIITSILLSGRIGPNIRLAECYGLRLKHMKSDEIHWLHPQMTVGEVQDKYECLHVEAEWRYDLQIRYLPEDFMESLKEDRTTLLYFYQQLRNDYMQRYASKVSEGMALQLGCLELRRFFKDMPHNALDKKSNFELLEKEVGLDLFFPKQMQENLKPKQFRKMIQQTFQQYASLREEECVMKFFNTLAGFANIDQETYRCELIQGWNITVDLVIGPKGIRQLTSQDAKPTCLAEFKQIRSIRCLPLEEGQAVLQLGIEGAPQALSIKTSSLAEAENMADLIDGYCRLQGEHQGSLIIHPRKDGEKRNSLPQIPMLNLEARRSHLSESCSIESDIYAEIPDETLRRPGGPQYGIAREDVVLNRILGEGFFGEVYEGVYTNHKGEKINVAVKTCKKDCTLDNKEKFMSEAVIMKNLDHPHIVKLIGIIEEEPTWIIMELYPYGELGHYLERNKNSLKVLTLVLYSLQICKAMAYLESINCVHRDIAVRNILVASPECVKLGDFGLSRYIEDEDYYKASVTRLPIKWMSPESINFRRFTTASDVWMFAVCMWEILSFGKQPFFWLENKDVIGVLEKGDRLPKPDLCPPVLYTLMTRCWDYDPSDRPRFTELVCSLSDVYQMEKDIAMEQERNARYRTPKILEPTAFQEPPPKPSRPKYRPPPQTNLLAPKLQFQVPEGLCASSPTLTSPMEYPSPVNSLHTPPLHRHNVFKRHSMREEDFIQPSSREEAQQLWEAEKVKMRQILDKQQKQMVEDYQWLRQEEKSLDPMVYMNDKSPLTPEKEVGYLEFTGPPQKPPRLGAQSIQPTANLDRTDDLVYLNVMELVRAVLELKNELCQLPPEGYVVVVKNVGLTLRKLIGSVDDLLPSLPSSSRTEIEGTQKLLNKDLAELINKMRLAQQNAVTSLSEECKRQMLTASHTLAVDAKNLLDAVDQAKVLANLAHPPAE
* hit, by the source's call; ? = inconclusive; · = no result given; & = joins results of further samples. An excerpt; the hit share may differ from the screen's.

SMILES	FAK blocker	EphB4 antag	PTPN22 act	PLK1 kinase inh	LYP inh 2	cytoskel mod	HIV Rev-RRE inh	Plk1 PBD FP	PTK2B oligo ant
CN1CCc2c(c(N3CCCCC3)nc3n[nH]c(N)c23)C1	-2	5	8	-9	-13	18	4	4	-0.87
Cc1cccc(CSc2nc3c(cc2C#N)CN(C)CC3)c1	4	9	-9	-7	12	17	30	3	0.48
Cn1c(O)c(C(c2ccccn2)c2c(O)n(C)c(=S)n(C)c2=O)c(=O)n(C)c1=S	-5	1	-4	-3	6	25	10	-11	0.85
CNC(=O)ON(C(=O)NC)C1N(C)C(=S)SC1(C)C (stereo not drawn)	2	2	7	2	-10	6	2	16	0.21
CCN(CC)c1ccc(CN2CC=C(c3ccc(F)cc3)CC2)cc1	0	4	9	-3	-8	2	-2	-10	-0.72
CC(C)(C)c1ccc(O)c(CN2CCN(c3ccccc3)CC2)c1	-5	-4	1	14	-2	-60	3	-3	-0.05
Cc1nn(C)c(C)c1/C=C1/CC2C3CC=C4CC(O)CCC4(C)C3CCC2(C)C1=O (stereo not drawn)	1	-7	-10	0	8	9	4	8	-0.76
CC(=O)N1CCC2(CC1)CC(=O)c1cc(OCC(=O)N3CCN(C)CC3)ccc1O2	-1	2	15	-7	-16	-2	5	-17	-0.51
CCOc1ccccc1N1C(=O)NC(=O)/C(=C/c2ccc3c4c(cccc24)CC3)C1=O	6	-11	16	-17	-12	-18	16	-1	-0.5
CC(Cc1ccccc1)NC(=O)NC(C)Cc1ccccc1 (stereo not drawn)	-1	-6	-6	-2	6	12	2	-14	0.99
O=C(c1ccc(CS(=O)(=O)c2ccccc2)o1)N1CCC2(CC1)OCCO2	1	3	-5	-6	2	1	7	2	0.09
CSc1ncc(Cl)c(C(=O)O)n1 (tested in a mixture with another compound)	0	-1	-10	-10	10	20	1	6	-0.14

Some entries already given, showing only FAK blocker and PLK1 kinase inh.
Compound	FAK blocker	PLK1 kinase inh
CC(Cc1ccccc1)NC(=O)NC(C)Cc1ccccc1 (stereo not drawn)	-1	-2
O=C(c1ccc(CS(=O)(=O)c2ccccc2)o1)N1CCC2(CC1)OCCO2	1	-6
CSc1ncc(Cl)c(C(=O)O)n1 (tested in a mixture with another compound)	0	-10

Other results
SMILES	FAK blocker	EphB4 antag	PTPN22 act	PLK1 kinase inh	LYP inh 2	cytoskel mod	HIV Rev-RRE inh	Plk1 PBD FP	PTK2B oligo ant
Cc1nc2ccccc2c(=O)n1-c1ccccn1	-3	0	-6	0	3	50	3	10	-0.06
O=C(c1ccc(Cl)cc1)C12CN3CN(CN(C3)C1)C2	3	3	2	-6	-4	-23	5	-6	-1.1
O=c1[nH]c(=O)n(Cc2ccc(F)cc2)c(O)c1C=NCCCn1ccnc1	-1	-4	-6	-8	6	-11	3	-20	0.19
CCCCN1CCC(O)(c2ccccc2)C(C(=O)c2ccccc2)C1 (stereo not drawn)	-2	4	3	-5	-4	8	7	-2	-0.85
CCc1ccc(OCCCN=C(C)c2c(O)n(C)c(=O)n(C)c2=O)cc1	5	1	3	-17	1	15	11	-11	0.85
CCN1CCC2(CCNC2)C1 (stereo not drawn)	0	4	-5	-14	3	12	7	3	0.25
CC1CN(O)C2CCc3nonc3C12O (stereo not drawn)	-1	-1	-8	-7	6	24	6	-17	-0.64
COc1ccc(P2(=O)Nc3ccccc3N2)cc1	40*	-2	14	0	-15	-5	61*	-15	-0.75
O=c1[nH]c(=O)n(CCC2=CCCCC2)c(O)c1C=NCCN1CCNCC1	1	-3	0	-9	-1	22	23	-7	0.69
CCCCn1c(O)c(C(CC)=Nc2ccc(OCC)cc2)c(=O)[nH]c1=O	0	7	-6	-2	3	3	9	1	0.22
Cc1ccc(-n2c(O)c(C=Nc3ccccc3N)c(=O)[nH]c2=O)cc1C	6	5	0	-6	-2	-10	17	-7	-0.7
CC12CN3CC(C)(CN(C1)C3c1cccnc1)C2=O (stereo not drawn)	1	-5	-1	3	-1	-48	7	-7	-0.48
CCN1C(=O)NC(=O)/C(=C\c2ccc(N3CCOCC3)cc2OC)C1=O	-6	-2	10	1	-7	5	12	-8	·
CCC12CN3CCN(CC(C3)/C1=N\O)C2	-2	0	-4	-19	3	14	6	-1	0.54
CNC(=O)Oc1ccc2c(c1)C(=O)c1ccccc1CO2	4	-2	11	-8	-10	14	2	-6	-0.36
Cc1ccc(C2C(S(C)(=O)=O)=C(O)C(=O)N2c2ccccc2)cc1 (stereo not drawn) (tested in a mixture with another compound)	-1	-1	1	-5	-4	-3	9	11	-0.8
CN1C(=O)NC(=O)C2(Cc3ccccc3N3CCOCC32)C1=O (stereo not drawn)	-2	-9	-3	-16	6	-13	2	-6	-0.29
COC(=NC1CCCC1)C(O)c1c[nH]c2ccccc12 (stereo not drawn)	1	-6	-8	-14	7	5	-3	-7	0.59
CC(C)NS(=O)(=O)c1ccc(OCC(=O)N2CCN(C)CC2)cc1	-6	8	3	4	-7	2	-3	7	·
c1ccc2oc(N3CCNCC3)nc2c1	1	-3	4	-14	-3	2	0	-13	1.9
CC(C)c1ccc(O)c(CN2CCN(c3ccccc3)CC2)c1	0	-2	-7	1	4	·	16	-1	0.34
CCOC(=O)C(O)(c1ccc(N(C)C(=O)COc2ccccc2)cc1)C(F)(F)F (stereo not drawn)	-5	-9	8	-10	-11	·	-2	17	-0.17
COc1ccccc1/C=N/N=C(/N)N[N+](=O)[O-]	-1	5	-7	-5	3	·	2	-23	0.54
CC(=O)OC1C2CCCC1C(N1CCCC1)CC2 (stereo not drawn)	-1&-7	-6&-4	10&-1	-19&-10	-11&-2	-2&-2	10&6	24&4	0.22&0.33
c1ccc2c(NC3=NCCS3)cccc2c1	2	5	-5	-5	9	-3	1	23	-0.76
CC(=NCc1cccnc1)c1c(O)n(-c2ccc(C)cc2)c(=O)[nH]c1=O	3	2	18	-6	-18	-31	4	6	1.1
O=c1[nH]c(=O)n(Cc2ccc(F)cc2)c(O)c1C=NCCCN1CCOCC1	0	1	2	-7	2	-3	6	-6	0.44
O=C(Nc1ccc(Cl)cc1C(=O)c1ccccc1)c1ccco1	3	-2	2	-7	1	-13	8	-1	-1.9
CCCCC1(CN2CCCC2=O)C(=O)NC(=O)NC1=O	1	-3	-2	-12	6	21	4	23	-0.14
O=C(NCc1cccnc1)NC1CCCCC1	2	1	4	-7	0	-4	0	6	0.41
O=C(Nc1cccc(C(F)(F)F)c1)c1cccn(Cc2ccc3c(c2)OC(F)(F)O3)c1=O	-3	2	8	0	-4	-16	17	-38	2.1
COc1cccc(N2CCN(Cc3ccc(Cl)cc3)CC2)c1	4	0	-5	12	4	3	8	-2	0.53
OCC1(CO)COC(c2cccnc2)N1 (stereo not drawn)	4	5	2	16	-3	-42	10	-5	0.41
COc1ccc(C2=NCc3nnc(C)n3-c3ccc(Cl)cc32)cc1Cl	-2	1	0	-14	0	-8	2	-7	0.72
CC(=NCCN1CCOCC1)c1c(O)n(C2CCCCC2)c(=O)[nH]c1=O	-6	-1	4	-14	-2	-5	-2	11	-0.86
CC(=O)Nc1ccccc1C(=O)OCC(=O)c1cccc2ccccc12	3	-1	2	-6	-3	4	10	-15	-2.1
CCCNC(=O)c1c(N)n(Cc2ccc3c(c2)OCO3)c2nc3ccccc3nc12	14	-4	2	-8	-4	-1	15	-19	-1.7
COC(=O)C1CN(C#N)N(c2ccc(Cl)cc2)C12c1ccccc1-c1ccccc12 (stereo not drawn)	1	3	2	-8	-1	?	7	5	-2.9
CC(=O)C1(c2ccccc2)CCNCC1	1	-5	4	-14	-2	2	5	30	0.95
CCC(C)n1c(O)c(C(c2ccccn2)c2c(O)n(C(C)CC)c(=S)[nH]c2=O)c(=O)[nH]c1=S (stereo not drawn)	-3	-8	1	-2	4	-16	1	32	0.39
CCCC/C(=N\O)c1c[nH]c2ccccc12	1	-1	-16	-9	18	-1	0	7	-0.78
CC1N(O)C2CCCCCC2N1O (stereo not drawn)	1	-4	6	-11	-3	4	8	16	-0.7
CC12CN3CN(C1)CC(c1ccccc1)(C3)C2=O	0	-2	5	-1	-6	12	2	-19	-0.21
CCOC(=O)c1c(C)n(Cc2ccccc2)c2ccc(OCC(O)CN3C(=O)CNC3=O)cc12 (stereo not drawn)	4	-7	-2	-7	2	6	2	-6	-1.3
O=C(c1ccco1)c1cn(Cc2ccccc2)c2ccccc12	2	-1	15	-8	-14	·	21	18	-0.23
CCCCSP1(=S)NCCCO1 (stereo not drawn)	-1	1	6	-6	-8	4	13	0	0.46
Cc1ccc(N2C(=O)/C(=C/c3ccc(CN(CCC#N)S(C)(=O)=O)o3)C(=O)NC2=S)cc1	-9	-5	11	-17	-8	-5	16	-104	1.7
Cc1cc(C)cc(NC(=S)NC2CC3CCCC(C2)N3Cc2cccs2)c1 (stereo not drawn)	1	-2	-6	-8	8	-17	-4	-34	-0.61
CN(C)CCN=Cc1c(O)n(C2CCCCCC2)c(=O)[nH]c1=O	-3	-10	2	-5	-3	30	0	15	0.66
CCCCOP(=O)(CN1CCOCC1)OCCCC	-2	9	3	-8	-3	24	6	8	-0.63
COc1ccc(C2SCC(=O)Nc3c2c(C)nn3C2CCOC(C)(C)C2)cc1 (stereo not drawn)	1	-6	4	-20	-8	4	-3	-9	0.38
Cc1ccccc1C1=NCC(=O)N(CC(=O)N2CCCCC2)c2sc(C)c(C)c21	-3	0	-11	-7	13	-24	8	10	-0.3
Cc1c(C(=O)N2CCC3(CC2)OCCO3)oc2ccccc12	0	-2	-2	-7	-4	0	-3	-20	0.27
CC(C)(C)c1nc(NCc2ccc3c(c2)OCO3)c2nnn(Cc3ccccc3Cl)c2n1	1	-1	5	-10	-7	-6	8	18	-0.67
O=[N+]([O-])c1ccc(N2CCNCC2)cc1NC1CC1	3	4	-14	-2	17	-2	-1	-21	·
O=C(c1cc2c(s1)CCCC2)N1CCC2(CC1)OCCO2	-2	4	-11	-3	9	19	5	1	-0.29
CN(C)C(=O)Oc1ccc(OC(=O)N(C)C)cc1	-3	-4	2	-5	-3	-2	0	-1	-0.62
COc1ccc(-n2c(=O)[nH]c3ccccc3c2=O)cc1	2	-1	-12	-7	15	20	4	32	0.76
Fc1ccc(CCNCc2ccccc2Cl)cc1	1	-1	13	-10	-14	-11	-2	-34	0.98
CCCCP(=O)(O)c1ccccc1	-2	-10	3	-14	-3	-14	3	-2	0.76

Going on with the list.
SMILES	FAK blocker	EphB4 antag	PTPN22 act	PLK1 kinase inh	LYP inh 2	cytoskel mod	HIV Rev-RRE inh	Plk1 PBD FP	PTK2B oligo ant
Cc1cc(OC(=O)c2ccco2)c2c3c(c(=O)oc2c1)CCCC3	-1	15*	0	-3	-1	10	10	-16	-1.6
CN(C)c1ccc(NC(=O)CN2C(=O)CN=C(c3ccccc3)c3ccccc32)cc1	8	-1	-2	-8	1	17	4	-8	-0.39
O=C(Cn1c(=S)[nH]c2ccccc2c1=O)N1CCC2(CC1)OCCO2	-4	0	1	-4	-3	0	1	-15	0.3
O=P(Nc1ccccc1Cl)(c1ccccc1)c1nc2c(s1)CCCC2 (stereo not drawn)	19	-2	-4	-6	6	-28	10	2	-1.6
